Assay outcomes: PubChem BioAssay, several laboratories
NOD2 inhibition: inhibition of NOD2-driven NF-kB reporter – cell-based, luminescence, uHTS, HEK293 (AID 1566); HEK293 NOD2/NF-kB luciferase reporter, luminescence; higher % means a stronger effect; inhibition, % at 4 µM; hits with a dose series show EC50 in µM; 290,000 tested, 0.63% active; in the data active = inhibition above about 50%; note: many of its hits are not listed in these tables
bCat nuc transl: modulators of beta-catenin nuclear translocation; 190,000 tested, 0.3% active; AID 1665; nuclear translocation activity, % at 5 µM; HeLa beta-catenin nuclear translocation, immunofluorescence imaging;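 active = nuclear translocation activity above 50% at 5 µM, with a well cell count of 50 or more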;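 note: per-cell ratio of nuclear to cytoplasmic median beta-catenin stain intensity; plate controls were DMSO negative control for no effect and GSK-3 inhibitor IX positive control for full effect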
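Test system: human HeLa cells, native beta-catenin. Compound dosing: 5 µM primary single dose, 0.1% DMSO, 0.02–20 µM confirmation series. Incubation: compound exposure 24 h at 37°C. Detection: beta-catenin immunostaining with DAPI counterstain, 20x imaging, 6 fields/well. Read-out basis: Nuclear/cytoplasmic beta-catenin signal ratio, % activation.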
Insulin prom up: MIN6 insulin promoter up-regulation; MIN6 insulin promoter-GFP reporter, high-content imaging; stronger effect = higher value; z-score at 5 µM; 190,000 tested, 0.3% active; AID 1625;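 active = z-score above 3 at 5 µM with at least 500 cells counted in the well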
Autophagy mod: autophagy modulation, high-content screen; MEF GFP-LC3 puncta imaging; test concentration mostly 10 µM; calls only at 10 µM (by protocol); AID 463193; 190,000 tested, 0.98% active;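 active = percentage of spot-positive cells more than 3 SD above its plate mean, without a fluorescence outlier flag or 80% toxicity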;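 note: spot-positive cell cutoff set from DMSO-treated cells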
NOD1 NF-kB reporter: NOD1 signaling inhibitors, primary screen, cell-based, luminescence, uHTS (AID 1578) | NOD1-driven NF-kB luciferase reporter cells, luminescence; higher % means a stronger effect | 290,000 tested, 1% active | inhibition, % at 4 µM, or EC50 in µM where a hit was titrated; in the data active = inhibition mostly above about 36%, no sharp cut-off; inactive = mostly below about 34%;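 note: HEK-293T reporter cells stimulated with the NOD1 agonist gamma-tri-DAP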
P. falciparum M17LAP: P. falciparum M17LAP inhibitors, primary screen, biochemical, fluorogenic H-Leu-NHMec substrate, 1536-well (AID 1619); recombinant M17LAP, H-Leu-NHMec fluorogenic kinetic assay; higher % means a stronger effect; 220,000 tested, 0.38% active; inhibition, % at 30 µM, or IC50 in µM where a hit was titrated;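 active = compound inhibiting the enzyme by more than half at any dose during confirmatory dose-response retesting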;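 note: plate controls were full reaction with DMSO carrier for no effect and no enzyme background for full effect; strong numbers were not always called active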
MT stabilizer: stabilizes microtubules in HeLa cells | 200,000 tested, 0.83% active | % tubulin-high responders, % at 10 µM | HeLa tubulin immunostaining HCS, 24 h; share of cells brighter than vehicle mean+2SD;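 active = plate Z-score above 3 for both tubulin-high and condensed-nucleus cell shares, with cell loss under 80%, at 10 µM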;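 note: anti alpha tubulin signal scored within the nucleus-defined area of each cell; some results filed as inactive read as strong as hits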
Yfh1-off respiration: enhancers of respiration in Yfh1-depleted yeast, dose response, Friedreich's ataxia, plus single-dose screen (AID 1465); S. cerevisiae Yfh1-off respiration, WST-1 reduction, 72 h; higher fold induction means a stronger effect; 220,000 tested, 0.074% active; one-dose fold induction at 50 µM; EC50 in µM for titrated hits;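 active = fold induction of absorbance versus untreated yeast above a set limit, then at least 30% activation at any dose in follow-up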;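 note: activators that raise dye reduction in frataxin-depleted yeast; strong numbers were not always called active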
Dynein transport: blocks dynein driven cargo transport along microtubules; 3617.4 mouse cells, GR-EGFP nuclear translocation imaging; test concentration mostly 20 µM; stimulated with dexamethasone, 1 µM; stronger effect = lower value; z-score, hits read low; 220,000 tested, 0.47% active;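 active = plate z-score of nuclear minus cytoplasmic receptor signal below a set negative limit, without overly bright fluorescence or cell loss, cut at about -3.5 in these data, passing the limit was not always enough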;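 note: z-score of nuclear minus cytoplasmic ring GR-EGFP intensity difference per well; some compounds called inactive have numbers as strong as hits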
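medium = tetracycline-free induction medium containing charcoal-stripped FBS | probe or stimulus = dexamethasone, 1.0 µM final | timing = 48 h induction, then 1 h compound, then 30 min agonist, 37 °C | detection = automated 10x imaging of fixed Hoechst-stained cells | read-out basis = nuclear versus cytoplasmic GR-EGFP signal, averaged per well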
Dynein transport cytoplasmic EGFP: second read-out of Dynein transport, no call of its own (marks repeat the call); z-score; measured here: cytoplasmic GR-EGFP intensity; stronger effect = higher value
Dynein transport nuclear GR-EGFP: second read-out of Dynein transport, no call of its own (marks repeat the call); z-score; measured here: nuclear GR-EGFP intensity;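 lower value marks the stronger effect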
Dynein transport cell count: recorded beside Dynein transport, whose call it bears; z-score; measured here: cell count per field
Insulin prom up cell count: further read-out of Insulin prom up, marked with its call; cell count; measured here: cytotoxicity, nuclei count;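 total cells summed across four imaged fields per well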
bCat nuc transl cell count 5 µM: further read-out of bCat nuc transl, marked with its call; cell count; measured here: cell count, cytotoxicity flag
MT stabilizer Hoechst-high %: recorded beside MT stabilizer, whose call it bears; % Hoechst-high responders; measured here: nuclear condensation Hoechst responders;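 share of cells brighter than vehicle mean plus two SD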
MT stabilizer cytotoxicity %: also measured in MT stabilizer; calls as there; toxicity, %; measured here: cytotoxicity by cell density;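 0% = mean cell density of plate MIN control wells and 100% = no cells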
Autophagy mod cell loss 18 h: also measured in Autophagy mod; calls as there; toxicity, %; measured here: cell loss, nuclei count;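 cell loss after 18 h compound exposure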
The depositor's hits bear a star; i = inactive; . = no result given.

SMILES	NOD2 inhibition	bCat nuc transl	bCat nuc transl cell count 5 µM	Insulin prom up	Insulin prom up cell count	Autophagy mod	Autophagy mod cell loss 18 h	NOD1 NF-kB reporter	P. falciparum M17LAP	MT stabilizer	MT stabilizer Hoechst-high %	MT stabilizer cytotoxicity %	Yfh1-off respiration	Dynein transport	Dynein transport cytoplasmic EGFP	Dynein transport nuclear GR-EGFP	Dynein transport cell count
COC(=O)Cc1csc(Nc2c(C)n(C)n(-c3ccccc3)c2=O)n1	3%	-1.1	1048	0.13	1298	i	-5	-11%	-7%	2.3	2.2	5.1	i	0.027	-0.26	-0.17	0.93
Cc1ccc(C(=O)Nc2cccc(C(F)(F)F)c2)cc1Nc1ccccn1	-1%	0.0	1386	-1.3	911	.	.	-8%	5%	.	.	.	i	0.2	-0.83	0.11	-0.12
C#CC(CO)N(CCN(Cc1ccccc1)C(C#C)CO)Cc1ccccc1 (stereo not given)	-15%	-0.8	1088	-1.5	1490	i	-2	-32%	1%	1.3	1.0	5.9	i	-0.58	-0.24	-0.027	0.59
O=C(NC1CCCCC1)N1CCN(C(=O)c2ccco2)CC1	-22%	2.3	924	0.51	913	i	-5	13%	4%	1.5	1.6	5.4	i	0.45	0.039	0.12	-0.55
Clc1ccc(-c2nnc3cccc(Cl)n23)c(Cl)c1	6%	-2.4	833	-0.1	1060	i	3	-13%	-2%	3.2	1.7	5.2	.	0.51	-0.16	0.18	-0.98
C/C(=N\NC(=O)C1COc2ccccc2O1)c1cccs1 (stereo not given)	5%	.	.	.	.	i	5	-24%	1%	4.7	3.1	13	i	-0.13	-0.12	-0.08	1.7
OC(COCC(F)(F)C(F)(F)C(F)(F)C(F)F)Cn1c2ccccc2c2ccccc21 (stereo not given)	1%	0.6	1040	-0.47	1387	i	4	9%	2%	2.2	1.8	13	i	0.94	-0.24	0.54	-0.75
O=C(CCc1ccccc1)Nc1ccccc1F	-75%	-16	1266	.	.	i	-4	-69%	26%	1.4	1.8	8.8	i	0.052	-0.38	-0.087	0.13
CCOc1ccc(Nc2oc(-c3cccs3)nc2C#N)cc1	-29%	-4.6	1229	-0.53	1254	i	-3	-22%	-4%	2.6	2.5	4.9	i	1.1	-0.19	0.7	-1.2
Cc1cc(NC(=O)CSc2n[nH]c(N)n2)no1	-40%	3.0	1027	-0.06	1215	i	10	-36%	8%	2.6	3.0	5.6	i	1.5	-0.28	0.72	-0.98
CCC(c1nnnn1Cc1ccco1)N(Cc1cc2cc(OC)ccc2[nH]c1=O)C1CCCCC1 (stereo not given)	14%	1.5	1099	-0.76	1081	i	-7	26%	-9%	4.2	2.1	3.3	i	-1.4	0.33	-0.63	-1.5
CC(=O)c1cccc(NC(=O)NC2CCCc3ccccc32)c1 (stereo not given)	6%	2.9	904	-0.5	1489	i	-19	-13%	-4%	4.6	1.8	1.6	i	0.36	-0.17	0.51	-0.66
N#Cc1cc(Cl)c(N2CCOCC2)cc1C#N	6%	2.8	1018	0.27	897	i	6	-9%	-10%	1.5	0.6	0.8	i	1.6	0.38	1.4	-1.1
O=c1[nH]c2ccc(S(=O)(=O)NCc3ccccc3)cc2[nH]1	-3%	3.2	982	-0.84	1502	i	1	-30%	0%	5.0	1.3	0.2	i	0.14	-0.34	-0.18	-0.0093
CCCNC(=S)N1CCN(C(c2ccccc2)c2ccccc2)CC1	16%	-2.7	544	0.15	1326	i	-2	-16%	-20%	3.6	4.0	9.8	i	2	-0.3	1.2	-1.1
Cc1cccc(N2C(=O)C(O)=C(C(=O)c3cccs3)C2c2ccc(C(C)C)cc2)n1 (stereo not given)	-21%	2.0	1330	-0.11	1145	.	.	-12%	5%	.	.	.	i	-0.61	-0.29	-0.35	1.3
O=C(NCCc1ccccn1)c1n[nH]c(=O)c2ccccc12	0%	-5.2	961	0.19	1201	i	8	-16%	3%	3.1	1.6	6.2	i	1.2	-0.0073	1.2	-1.6
CCC(C(=O)c1ccc2ncccc2c1)c1ccccc1 (stereo not given)	5%	-1.7	976	.	.	i	4	-4%	-10%	2.5	2.1	6.1	i	-1.3	-0.28	-0.96	0.92
C=CCN1C(=O)C(CC(=O)Nc2ccc(OC)cc2)N(Cc2ccco2)C1=S (stereo not given)	-18%	-0.4	1303	-0.17	1547	i	-8	3%	25%	1.7	0.8	3.4	i	3.6	0.16	2.3	-2.8
Clc1cccc(-c2nnc(-c3ccno3)o2)c1	-17%	0.2	1333	0.31	980	.	.	-12%	11%	.	.	.	i	-0.29	-0.26	0.26	-0.54

Full records from above. Order of values: NOD2 inhibition, bCat nuc transl, bCat nuc transl cell count 5 µM, Insulin prom up, Insulin prom up cell count, Autophagy mod, Autophagy mod cell loss 18 h, NOD1 NF-kB reporter, P. falciparum M17LAP, MT stabilizer, MT stabilizer Hoechst-high %, MT stabilizer cytotoxicity %, Yfh1-off respiration, Dynein transport, Dynein transport cytoplasmic EGFP, Dynein transport nuclear GR-EGFP, Dynein transport cell count
Entry for `COC(=O)Cc1csc(Nc2c(C)n(C)n(-c3ccccc3)c2=O)n1` = 3%, -1.1, 1048, 0.13, 1298, i, -5, -11%, -7%, 2.3, 2.2, 5.1, i, 0.027, -0.26, -0.17, 0.93
Entry for `C#CC(CO)N(CCN(Cc1ccccc1)C(C#C)CO)Cc1ccccc1` (stereo not given) = -15%, -0.8, 1088, -1.5, 1490, i, -2, -32%, 1%, 1.3, 1.0, 5.9, i, -0.58, -0.24, -0.027, 0.59

The listing continues:
SMILES	NOD2 inhibition	bCat nuc transl	bCat nuc transl cell count 5 µM	Insulin prom up	Insulin prom up cell count	Autophagy mod	Autophagy mod cell loss 18 h	NOD1 NF-kB reporter	P. falciparum M17LAP	MT stabilizer	MT stabilizer Hoechst-high %	MT stabilizer cytotoxicity %	Yfh1-off respiration	Dynein transport	Dynein transport cytoplasmic EGFP	Dynein transport nuclear GR-EGFP	Dynein transport cell count
O=C(CC1C(=O)NCCN1Cc1c(F)cccc1Cl)NCCc1ccccn1 (stereo not given)	-1%	-1.5	1080	0.43	1437	i	-1	-18%	3%	1.7	2.9	9.6	i	0.46	-0.34	0.032	-1.3
O=C(c1cnccn1)N(Cc1cccs1)C1(C(=O)NC2CCCC2)CCCCC1	-14%	-1.8	1084	-0.65	1553	i	25	-11%	-5%	3.3	1.5	4.5	i	2	0.12	2.9	-2.1
COC(=O)C1CSC(C(=O)OC)N1C(=O)Nc1ccccc1 (stereo not given)	20%	0.0	1315	-0.31	1616	i	2	9%	14%	0.9	0.8	5.6	i	-0.7	-0.2	-0.2	0.18
Cc1nc2sc(C(c3ccco3)N3CCN(c4ccc(F)cc4)CC3)c(O)n2n1 (stereo not given)	0%	-2.2	1100	0.43	1459	i	-2	-13%	-1%	2.6	2.0	9.8	i	-0.73	-0.16	-0.11	0.29
COc1ccccc1CNC(=O)CN1CCN(Cc2ccc(Cl)cc2)C1=O	.	.	.	.	.	i	9	.	.	7.1	3.0	6.2	i	-0.76	-0.22	-0.31	0.22
Oc1cccc(NC(=S)N=Nc2c(O)[nH]c3ccccc23)c1	-54%	-1.0	1392	-0.16	871	.	.	-9%	4%	.	.	.	i	0.26	-0.15	0.53	0.52
COc1ccc(CCNC(=O)Cc2cccs2)cc1	3%	.	.	-0.09	1347	i	-3	-32%	0%	4.3	5.5	4.3	i	-0.12	-0.18	-0.47	-0.35
CCCn1c(=O)c2c(C(F)(F)F)cc(-c3ccco3)nc2n(CCC)c1=O	4%	-1.7	1239	-1.1	957	i	-2	1%	2%	3.1	2.2	6.1	i	-0.35	-0.26	0.18	-0.16
CC(=O)NCCn1c(SCc2ccc(C)cc2C)nc2ccccc2c1=O	10%	.	.	-0.97	956	i	4	34%	9%	2.8	1.8	8.8	i	-0.13	-0.32	-0.27	0.46
CCCCNC(=S)Nc1ccc([N+](=O)[O-])cc1	-10%	1.9	560	-0.46	1240	i	-14	16%	8%	3.0	2.1	6.2	i	0.85	-0.14	0.56	-2.1
CCOC(=O)N1CCN(C(=O)c2cn(C)c3ccc(S(=O)(=O)N4CCCC4)cc3c2=O)CC1	-1%	.	.	-0.25	1306	i	4	-5%	3%	3.4	2.3	3.8	i	0.96	-0.19	0.63	-0.16
CN(C)S(=O)(=O)c1cccc(C(=O)OCC(=O)N2c3ccccc3NC(=O)C2(C)C)c1	-12%	0.9	1143	0.5	1082	.	.	-5%	2%	2.0	2.4	11	i	-0.31	-0.22	0.15	0.18
CNC(=O)c1csc(-c2ccc(Cl)cc2)n1	-20%	-0.8	954	0.46	1562	i	7	-15%	-4%	2.9	2.6	5.5	i	1	-0.34	0.9	-0.19
CS(=O)(=O)N1CCN(C(=O)c2ccncc2)CC1	6%	-5.9	997	-0.53	1241	i	1	-10%	1%	1.6	1.4	8.7	i	-0.51	-0.17	-0.24	0.82
CC1CCN(C(=O)Oc2ccccc2)CC1	8%	-3.8	1038	-1.3	1541	i	9	-52%	4%	1.4	2.4	0.2	i	0.17	-0.26	0.072	0.51
O=C(O)c1ccc(NC(=O)c2cn(-c3ccccc3)nc2-c2ccccc2)cc1	-25%	1.4	1469	0.44	1401	i	16	-28%	2%	3.0	2.2	1.2	i	0.92	-0.33	0.7	-0.36
Cc1cc(Oc2ccccc2)nc2ccc(O)cc12	-5%	1.5	1071	0.04	1209	.	.	-18%	6%	.	.	.	.	.	.	.	.
CCOC(=O)c1c(C)[nH]c(C(=O)CN2C(=O)NC(C)(c3ccc(C)cc3)C2=O)c1C (stereo not given)	19%	4.7	699	0.65	896	.	.	21%	9%	.	.	.	i	.	.	.	.
CCC(C)c1ccc(Nc2ncccc2C#N)cc1 (stereo not given)	-51%	-0.2	1400	0.32	1695	i	-16	-29%	1%	1.2	1.5	4.7	i	-0.56	-0.17	0.33	0.41

These rows are one share of the data (hit frequency here may not be typical).
